Bioassay records deposited in PubChem by The Scripps Research Institute Molecular Screening Center.
SRC3 TRFRET art – counter-screen for PPARgamma SRC-3 recruitment agonists: TR-FRET artefact | PPARgamma/SRC-3 format; hits give high values | TR-FRET ratio at 8 µM | actives 0.39% (n = 99,000); in the data active means TR-FRET ratio above about 2000; further: inactives centre near 1600; reference of the scale not given here
SRC1 TRFRET art – counter-screen for PPARgamma SRC-1 recruitment agonists: TR-FRET artefact; AID 1051; actives 0.34% (n = 99,000); TR-FRET detection artefact counter-screen, emission ratio; hits give high values; TR-FRET ratio at 8 µM; in the data active means TR-FRET ratio above about 2300; further: inactives centre near 1800; reference of the scale not given here
An asterisk follows results filed as active.

`COc1cccc2sc(N(CCCN(C)C)C(=O)c3sc4ccccc4c3Cl)nc12` gave SRC3 TRFRET art 1695 and SRC1 TRFRET art 1805.
CCc1ccc(CN(C)C(=O)CCc2nnc(Cc3cccc(C)c3)o2)nc1 was read as SRC3 TRFRET art 1744 and SRC1 TRFRET art 1539.
`O=C(NNc1ncccc1Cl)c1c(Cl)cccc1Cl` gave SRC3 TRFRET art 1460 and SRC1 TRFRET art 1848.
For Cn1c(Cn2c(=O)sc3ccccc32)nnc1SCC(=O)NCc1ccco1 the results were SRC3 TRFRET art 1638 and SRC1 TRFRET art 1875.
`COC(=O)N/N=C/c1cc(C)n(-c2cccc3ccccc23)c1C` gave SRC3 TRFRET art 1627 and SRC1 TRFRET art 1796.
Screening CC(C)(C)c1ccc(S(=O)(=O)N2CCN(c3ncccn3)CC2)cc1 returned SRC3 TRFRET art 1643 and SRC1 TRFRET art 1802.
Screening Cc1sc(NC(=O)Nc2ccccc2)c(C(N)=O)c1C returned SRC3 TRFRET art 1565 and SRC1 TRFRET art 1635.
`O=C(NCCCN1CCOCC1)c1ccc(Sc2ccc(F)cc2)c([N+](=O)[O-])c1` gave SRC3 TRFRET art 1575 and SRC1 TRFRET art 1622.
CCS(=O)(=O)Nc1cccc(C2=NN(S(C)(=O)=O)C(c3ccccc3)C2)c1 (stereo not drawn) was read as SRC3 TRFRET art 1432 and SRC1 TRFRET art 1779.
CC(C)/C=C1\CC/C(=C\c2ccc(N(C)C)cc2)C1=O was read as SRC3 TRFRET art 1594 and SRC1 TRFRET art 1590.
For COc1ccc(NC(=O)COC(=O)c2c(F)cccc2Cl)cc1OC the results were SRC3 TRFRET art 1572 and SRC1 TRFRET art 1781.
COc1ccc(C(=O)OCC(=O)NCC2CCCO2)cc1[N+](=O)[O-] (stereo not drawn) was read as SRC3 TRFRET art 1572 and SRC1 TRFRET art 1868.
O=C(NN=C1CCCCCC1)c1ccc(Br)o1 was read as SRC3 TRFRET art 1713 and SRC1 TRFRET art 1951.
`CN(C)/C(=N\S(=O)(=O)c1ccccc1)c1ccc([N+](=O)[O-])cc1` gave SRC3 TRFRET art 1314 and SRC1 TRFRET art 1677.
Screening O=C(NC(Cc1c[nH]c2ccccc12)C(=O)Nc1ccc(F)c([N+](=O)[O-])c1)c1cccs1 (stereo not drawn) returned SRC3 TRFRET art 1458 and SRC1 TRFRET art 1892.

Part of the list above in order of SMILES length, falling.
`O=C(NCCCN1CCOCC1)c1ccc(Sc2ccc(F)cc2)c([N+](=O)[O-])c1` gave SRC3 TRFRET art 1575 and SRC1 TRFRET art 1622.
CCS(=O)(=O)Nc1cccc(C2=NN(S(C)(=O)=O)C(c3ccccc3)C2)c1 (stereo not drawn) was read as SRC3 TRFRET art 1432 and SRC1 TRFRET art 1779.
COc1ccc(C(=O)OCC(=O)NCC2CCCO2)cc1[N+](=O)[O-] (stereo not drawn) was read as SRC3 TRFRET art 1572 and SRC1 TRFRET art 1868.
For COc1ccc(NC(=O)COC(=O)c2c(F)cccc2Cl)cc1OC the results were SRC3 TRFRET art 1572 and SRC1 TRFRET art 1781.
O=C(NN=C1CCCCCC1)c1ccc(Br)o1 was read as SRC3 TRFRET art 1713 and SRC1 TRFRET art 1951.

(further entries)
Screening Cc1cc(OCC(=O)N2CCCCCC2)ccc1[N+](=O)[O-] returned SRC3 TRFRET art 1684 and SRC1 TRFRET art 1730.
CCOc1cc(CNCCO)cc(Br)c1OCc1ccccc1 was read as SRC3 TRFRET art 1795 and SRC1 TRFRET art 1866.
O=C(NCc1cccs1)C(Cc1ccccc1)n1cccc1 (stereo not drawn) was read as SRC3 TRFRET art 1602 and SRC1 TRFRET art 1777.
`CC1=CS(=O)(=O)CC1Sc1nc2ccccc2[nH]1` (stereo not drawn) gave SRC3 TRFRET art 1537 and SRC1 TRFRET art 1920.
`COC(=O)Nc1ccc(SCC(=O)c2ccccc2)cc1` gave SRC3 TRFRET art 1710 and SRC1 TRFRET art 1695.
`Oc1ccc(Cl)cc1Cc1cc(Cl)ccc1O` gave SRC3 TRFRET art 1654 and SRC1 TRFRET art 1574.
Screening COc1cccc(N/C(SCc2ccccc2Cl)=C(/C#N)C(=O)NCc2cccs2)c1 returned SRC3 TRFRET art 1611 and SRC1 TRFRET art 2028.
`COc1ccc(C(=O)Nc2cccc(NC(C)=O)c2)cc1OC` gave SRC3 TRFRET art 1431 and SRC1 TRFRET art 1882.
Screening CCOc1ccccc1NC(=O)Cc1c(F)cccc1Cl returned SRC3 TRFRET art 1652 and SRC1 TRFRET art 1810.
`Cc1c(C(=O)OCC(=O)Nc2c(C)n(C)n(-c3ccccc3)c2=O)cccc1[N+](=O)[O-]` gave SRC3 TRFRET art 1561 and SRC1 TRFRET art 2026.
Cc1cccc(Cn2c(O)c(N=NC(=S)Nc3ccccc3F)c3ccccc32)c1 was read as SRC3 TRFRET art 1609 and SRC1 TRFRET art 1513.
Screening COCCCNC(=O)/C=C/c1c(Cl)cccc1Cl returned SRC3 TRFRET art 1566 and SRC1 TRFRET art 2064.
Cc1nn(-c2ccccc2)c(N)c1-c1ccccc1 was read as SRC3 TRFRET art 1406 and SRC1 TRFRET art 1995.
`Cc1c(NC(=O)CN2C(=O)NC(C)(c3ccc4c(c3)OCCO4)C2=O)c(=O)n(-c2ccccc2)n1C` (stereo not drawn) gave SRC3 TRFRET art 1664 and SRC1 TRFRET art 1536.
`Cc1ccc(-c2cc(C(F)F)n3ncc(C(=O)N4CCc5ccccc54)c3n2)cc1` gave SRC3 TRFRET art 1711 and SRC1 TRFRET art 1699.
`Cc1cc(C(=O)NNC(=O)CCCCC(=O)NNC(=O)c2cc(C)[nH]n2)n[nH]1` gave SRC3 TRFRET art 1714 and SRC1 TRFRET art 1912.
Screening O=C(OCC(=O)N1CCCc2ccccc21)c1cccnc1Cl returned SRC3 TRFRET art 1546 and SRC1 TRFRET art 1759.
For COC(=O)NNC(=O)COc1ccccc1C the results were SRC3 TRFRET art 1733 and SRC1 TRFRET art 1671.
For N/C(Cc1ccccc1)=N\OC(=O)c1cccc2ccccc12 the results were SRC3 TRFRET art 1639 and SRC1 TRFRET art 1999.
`CCc1ccc(NC(=O)C(=O)NCC(O)c2ccccc2)cc1` (stereo not drawn) gave SRC3 TRFRET art 1478 and SRC1 TRFRET art 1729.
Screening CC(=O)OC(C(=O)NCCN1CCOCC1)c1c(F)cccc1F (stereo not drawn) returned SRC3 TRFRET art 1423 and SRC1 TRFRET art 1887.
Screening COc1ccc(C/C(N)=N/OC(=O)c2cccc([N+](=O)[O-])c2)cc1 returned SRC3 TRFRET art 1583 and SRC1 TRFRET art 1686.
Cc1cc(NC(=O)c2c(Br)c(C)nn2C)no1 was read as SRC3 TRFRET art 1486 and SRC1 TRFRET art 1677.
For COC(=O)c1sc2ccccc2c1NC(=O)c1ccc(S(=O)(=O)N2CC(C)CC(C)C2)cc1 (stereo not drawn) the results were SRC3 TRFRET art 1418 and SRC1 TRFRET art 1749.
For O=C(CN1CCCCC1)NC(=O)NCc1ccccc1 the results were SRC3 TRFRET art 1511 and SRC1 TRFRET art 2032.
For CC(OC(=O)CCC(=O)c1cccs1)C(=O)Nc1ccccc1[N+](=O)[O-] (stereo not drawn) the results were SRC3 TRFRET art 1444 and SRC1 TRFRET art 1535.
For O=C(C1=C[C@H](c2csc3ccccc23)C[C@H](OCc2ccc(CO)cc2)O1)N1CCN(Cc2ccc3c(c2)OCO3)CC1 the results were SRC3 TRFRET art 1631 and SRC1 TRFRET art 1924.
Screening CC(=O)c1c(C)[nH]c(C(=O)Nc2ccc(Cl)c(S(=O)(=O)N(C)C)c2)c1C returned SRC3 TRFRET art 1609 and SRC1 TRFRET art 1884.
For Cc1ccc(/C=N/N2CCN(Cc3ccccc3)CC2)cc1 the results were SRC3 TRFRET art 1618 and SRC1 TRFRET art 1752.
For CC(=O)C(=Cc1cc(C)n(-c2ccccc2)c1C)C(C)=O the results were SRC3 TRFRET art 1538 and SRC1 TRFRET art 1844.
CCc1nc(C)ccc1OCC(=O)N1CCc2c([nH]c3ccccc23)C1c1ccccn1 (stereo not drawn) was read as SRC3 TRFRET art 1634 and SRC1 TRFRET art 1771.
For Cc1ccc(NC(=O)CCS(=O)(=O)c2cccc3nonc23)cc1 the results were SRC3 TRFRET art 1510 and SRC1 TRFRET art 1824.
O=c1c(Cc2c(F)cccc2Cl)c(O)ccn1C1CCCCCC1 was read as SRC3 TRFRET art 1537 and SRC1 TRFRET art 1872.
CCCNc1ccc(S(=O)(=O)N(CC)CC)cn1 was read as SRC3 TRFRET art 1523 and SRC1 TRFRET art 1652.
`CCOCCCNS(=O)(=O)c1ccc(NC(=O)CN2C(=O)c3ccccc3C2=O)cc1` gave SRC3 TRFRET art 1496 and SRC1 TRFRET art 1756.
CCOc1ccccc1-n1c(C)cc(C=O)c1C was read as SRC3 TRFRET art 1624 and SRC1 TRFRET art 1627.
Screening COc1ccc(N(CC(=O)N/N=C/c2cccs2)S(=O)(=O)c2ccccc2)cc1 returned SRC3 TRFRET art 1655 and SRC1 TRFRET art 2013.
Screening Cc1noc(C)c1C(=O)NC(C)C12CC3CC(CC(C3)C1)C2 (stereo not drawn) returned SRC3 TRFRET art 1380 and SRC1 TRFRET art 1533.
Screening Cc1ccc(S(=O)(=O)N(C)c2c(C)ccc(S(N)(=O)=O)c2C)cc1 returned SRC3 TRFRET art 1654 and SRC1 TRFRET art 2122.
`COc1ccc(NC2=C3CC(C)CC=C3N(c3ccc(OC)cc3)C2=O)cc1` (stereo not drawn) gave SRC3 TRFRET art 1614 and SRC1 TRFRET art 1798.
Screening Cc1ncc(CN2CCCC(CCC(=O)NCc3ccc(F)c(F)c3)C2)s1 (stereo not drawn) returned SRC3 TRFRET art 1432 and SRC1 TRFRET art 1827.
`Cc1nc2cc(NC(=O)c3ccc(N4C(=O)CCC4=O)cc3)ccc2s1` gave SRC3 TRFRET art 1624 and SRC1 TRFRET art 1699.
Screening O=C(Nc1nnc(SCc2ccc(F)cc2)s1)C1CC(=O)N(Cc2ccccc2)C1 (stereo not drawn) returned SRC3 TRFRET art 1664 and SRC1 TRFRET art 1437.
Screening Cc1cc(Oc2nc3c(C)cccn3c(=O)c2/C=C(\C#N)S(=O)(=O)c2ccc(Cl)cc2)ccc1Cl returned SRC3 TRFRET art 1464 and SRC1 TRFRET art 1604.
Screening C=CCNc1nc(Nc2ccc([N+](=O)[O-])cc2)nc(N2CCCC2)n1 returned SRC3 TRFRET art 1800 and SRC1 TRFRET art 1497.
COc1ccc(NC(C)=O)cc1S(=O)(=O)N1CCN(C/C=C/c2ccccc2)CC1 was read as SRC3 TRFRET art 1699 and SRC1 TRFRET art 1913.
`O=C(COC(=O)/C=C/c1ccc(S(=O)(=O)N2CCCCCC2)cc1)NCc1ccccc1Cl` gave SRC3 TRFRET art 1697 and SRC1 TRFRET art 1692.
O=C(Nc1ccccc1)Nc1ccc(Cl)c([N+](=O)[O-])c1 was read as SRC3 TRFRET art 1825 and SRC1 TRFRET art 1935.
`CO/C(N)=C(\C#N)N=Cc1ccccc1Cl` gave SRC3 TRFRET art 1847 and SRC1 TRFRET art 1842.
For CN(c1ccccc1)S(=O)(=O)c1cc(C(=O)OCC(N)=O)ccc1Cl the results were SRC3 TRFRET art 1499 and SRC1 TRFRET art 1699.
Screening OC1(c2cccs2)CN(c2ccc(Cl)cc2)C2=[N+]1CCCS2 (stereo not drawn) returned SRC3 TRFRET art 1420 and SRC1 TRFRET art 1487.
`CN(C(=O)COC(=O)/C=C/c1ccc(S(=O)(=O)N2CCc3ccccc32)cc1)C1CCS(=O)(=O)C1` (stereo not drawn) gave SRC3 TRFRET art 1608 and SRC1 TRFRET art 1605.
Screening COCCN(C(=S)Nc1ccc(C)cc1C)C(C)c1cccs1 (stereo not drawn) returned SRC3 TRFRET art 1538 and SRC1 TRFRET art 1755.
CC(C)(C)c1cc[n+](-c2nc([O-])sc2C=O)cc1 was read as SRC3 TRFRET art 1769 and SRC1 TRFRET art 1813.
For O=C(OCC(=O)N(C1CCCCC1)C1CCCCC1)c1cnccn1 the results were SRC3 TRFRET art 1512 and SRC1 TRFRET art 1898.
`CCOC(=O)C(=O)N1CCC(C(=O)OC)CC1` gave SRC3 TRFRET art 1504 and SRC1 TRFRET art 1750.
Screening Cn1ncc2c(=O)[nH]cnc21 returned SRC3 TRFRET art 1611 and SRC1 TRFRET art 1734.
For COc1ccccc1NC(=O)N1CCN(c2ccc3nncn3n2)CC1 the results were SRC3 TRFRET art 1533 and SRC1 TRFRET art 2143.
COc1ccc2cc(CCNC(=O)C(C)(C)C)c(=O)[nH]c2c1 was read as SRC3 TRFRET art 1650 and SRC1 TRFRET art 1869.
COCCCNC(=S)N(Cc1ccccc1)Cc1ccc(F)cc1 was read as SRC3 TRFRET art 1740 and SRC1 TRFRET art 1994.
For CCCN1C(=O)/C(=C/c2nc3ccccc3c(=O)[nH]2)c2ccccc21 the results were SRC3 TRFRET art 1540 and SRC1 TRFRET art 2066.
CCO[C@@H]1OC(C(=O)O)=C[C@H](c2ccc(C(F)(F)F)cc2)[C@H]1CCCO was read as SRC3 TRFRET art 1425 and SRC1 TRFRET art 1673.
Screening O=C(NCCc1c[nH]c2ccccc12)c1cncc(Br)c1 returned SRC3 TRFRET art 1795 and SRC1 TRFRET art 2026.

A portion taken from the entries so far, as a working copy:
COc1ccc(NC(C)=O)cc1S(=O)(=O)N1CCN(C/C=C/c2ccccc2)CC1 was read as SRC3 TRFRET art 1699 and SRC1 TRFRET art 1913.
`O=C(COC(=O)/C=C/c1ccc(S(=O)(=O)N2CCCCCC2)cc1)NCc1ccccc1Cl` gave SRC3 TRFRET art 1697 and SRC1 TRFRET art 1692.
O=C(Nc1ccccc1)Nc1ccc(Cl)c([N+](=O)[O-])c1 was read as SRC3 TRFRET art 1825 and SRC1 TRFRET art 1935.
`CO/C(N)=C(\C#N)N=Cc1ccccc1Cl` gave SRC3 TRFRET art 1847 and SRC1 TRFRET art 1842.
For CN(c1ccccc1)S(=O)(=O)c1cc(C(=O)OCC(N)=O)ccc1Cl the results were SRC3 TRFRET art 1499 and SRC1 TRFRET art 1699.
Screening OC1(c2cccs2)CN(c2ccc(Cl)cc2)C2=[N+]1CCCS2 (stereo not drawn) returned SRC3 TRFRET art 1420 and SRC1 TRFRET art 1487.

This is a subset; the hit share may differ from the screen's.
